Source: PubChem
IL1B secr inh – blocks inflammasome-driven IL-1 beta release | THP-1 LPS/ATP IL-1B secretion, AlphaLISA, 16 h; hits give low values | activity change, % at 57.5 µM | 4.7% of 360,000 active; in the data active = activity change below about -50%; inconclusive = mostly about -30% to -49%; note: % is set by controls: 0 for no effect and ±100 for the full control effect
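THP-1 cells pretreated 1 hr with compounds (up to 57.5 uM final), then stimulated with LPS (250 ng/mL final) plus ATP (1.25 mM final); secreted IL-1B measured by AlphaLISA after 16 hr, decreased signal indicating inhibition.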
HT1080NT lethal – kills 2HG-producing HT-1080-NT fibrosarcoma cells; Potency, µM (series often up to 46.1 µM), inactives show top-dose activity, negative = less viability, actives largely listed as cytotoxic; 1.6% of 360,000 active; AID 686970; HT-1080-NT fibrosarcoma viability, CellTiter-Glo ATP luminescence, 48 h;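 note: NT is the 2HG producing partner of a matched IDH1 knockdown line; potency is the fitted concentration of half-maximal effect; 0% = DMSO-treated cells and -100% = media-only wells without cells; nearly all actives have a fitted effect of over 55% in size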
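Read-out is CellTiter-Glo luminescence after 10 minutes at room temperature, following 48 hours' compound treatment of HT-1080-NT cells (750 cells/well, RPMI, 5% FBS, 37 degrees C).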
D3 ag – D3 dopamine receptor (human) agonism. max activation, %. P35462. D3R DiscoveRx beta-arrestin cells, luminescence, 90 min. 0.58% of 410,000 active. AID 652048; in the data active = max activation above about 30%; note: 0% is about no effect; mostly tested at two doses, the higher about 12 µM
Target sequence (P35462 whole entry, looked up): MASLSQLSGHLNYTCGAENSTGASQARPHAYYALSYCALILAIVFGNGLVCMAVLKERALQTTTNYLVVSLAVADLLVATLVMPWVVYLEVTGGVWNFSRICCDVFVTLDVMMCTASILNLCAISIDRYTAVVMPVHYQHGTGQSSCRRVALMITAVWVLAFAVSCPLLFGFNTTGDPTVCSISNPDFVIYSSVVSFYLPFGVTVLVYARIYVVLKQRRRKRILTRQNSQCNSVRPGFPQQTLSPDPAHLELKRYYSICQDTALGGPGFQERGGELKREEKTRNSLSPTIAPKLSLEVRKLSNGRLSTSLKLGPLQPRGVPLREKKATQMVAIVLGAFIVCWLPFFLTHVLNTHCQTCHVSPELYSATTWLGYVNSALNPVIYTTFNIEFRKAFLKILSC
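Agonist-mode cell screen: cells plated at 1500/well and incubated overnight at 37 °C, then exposed to library compounds for 90 min at 37 °C. Detection reagent was added for 30–60 min at room temperature, and luminescence was read.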
HEK293 tox – cytotoxic in the GLP-1 receptor inverse agonist counter-screen; 0.13% of 410,000 active; AID 624418; HEK293 cAMP-luciferase reporter cells, luminescence, 24 h; Potency, µM (highest dose often 38.3 µM), without a hit: at the highest dose activity change, negative = inhibition, most hits filed as inhibitors;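 note: loss of luciferase light is scored as toxicity; potency is the fitted concentration of half-maximal effect; % is set by controls: 0 for no effect and ±100 for the full control effect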
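1536-well qHTS counterscreen of the MLSMR; 200 cells/uL, 12 h pre-incubation, 23 nL cpd, 24 h at 37 deg C 5% CO2, luciferase detection reagent, 12 min RT, luminescence. Inhibition = undesired.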
SW480 rerep – inducers of DNA re-replication in SW480 colon cancer cells; SW480 DNA re-replication, Hoechst DNA content imaging, 48 h; Potency, µM (highest dose often 46.1 µM), for the others: at the top dose re-replication activation, hits mostly activators; 1.8% of 340,000 active; note: potency is the fitted concentration of half-maximal effect; % of control where 0% means no effect; nearly all actives have a fitted effect of over 55% in size
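Image-based DNA-content assay: after two days of treatment, nuclei were labelled with the DNA dye Hoechst and imaged, and hits were compounds raising the count of nuclei showing high fluorescence intensity.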
HT1080 IDH1KD tx – HT-1080 IDH1 knockdown cell toxicity (counter line). 2% of 360,000 active. Potency, µM (doses to about 46.1 µM), for the others: top-dose activity, negative = toxicity, most hits filed as cytotoxic. HT-1080 IDH1 knockdown viability, ATP luminescence, 48 h;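 note: potency is the fitted concentration of half-maximal effect; 0% = DMSO wells and -100% = cell-free medium wells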
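After a 2 h attachment period, IDH1KD HT-1080 cells took pin-transferred compound for 48 h at 37 °C; ATP-based luminescence after 10 min room-temperature reagent incubation reported viability.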
MCF10A rerep – inducers of DNA re-replication in MCF 10A breast cells | Potency, µM (highest dose often 46.1 µM), for the others: at the top dose activity, positive = re-replication, most hits filed as activators | AID 624296 | MCF 10A DNA re-replication, Hoechst nuclear intensity, 48 h | 2.9% of 350,000 active; note: potency is the fitted concentration of half-maximal effect; % of control where 0% means no effect; nearly all actives have a fitted effect of over 50% in size
KB-3-1 tox – KB-3-1 parental cell cytotoxicity; KB-3-1 viability, CellTiter-Glo ATP luminescence, 72 h; Potency, µM (series often up to 46.1 µM), without a hit: at the top dose activity change, negative = cytotoxic, usual class: cytotoxic; 1.4% of 400,000 active; note: potency is the fitted concentration of half-maximal effect; % is set by controls: 0 for no effect and ±100 for the full control effect; nearly all actives have a fitted effect of over 60% in size
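KB-3-1 parental drug-naive adenocarcinoma cells in DMEM/10% FBS, incubated 72 h at 37 C with pin-transferred compounds across a concentration series. Viability by CellTiter-Glo luminescence; concentration-response curves fitted after normalization.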
KB-V1 cytotox – KB-V1 MDR subline cytotoxicity; 3.4% of 400,000 active; KB-V1 MDR cells viability, CellTiter-Glo, 72 h; Potency, µM (series often up to 46.1 µM), for the others: at the highest dose activity change, negative = cytotoxicity, usual class: cytotoxic; note: potency is the fitted concentration of half-maximal effect; % is set by controls: 0 for no effect and ±100 for the full control effect; nearly all actives have a fitted effect of over 60% in size
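Compound-treated KB-V1 multidrug-resistant cells, 72 h, 37 degrees C; viability by CellTiter-Glo. Fitted qHTS curves give the values.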
Starred values were filed as active, the others as inactive; ? = inconclusive; . = not tested or not shown; ! = not confirmed by another sample; [ ] = dose if it differs, or a comment. Unless noted, calls come from the whole dose curve; as a rule, active = well fitted curve in the direction sought with a large enough effect; inconclusive = small, poorly fitted or top-dose-only effect, or another doubt; inactive = no such curve, though single readings can be large; an effect the other way counts as inactive or inconclusive.

SMILES	IL1B secr inh	HT1080NT lethal	D3 ag	HEK293 tox	SW480 rerep	HT1080 IDH1KD tx	MCF10A rerep	KB-3-1 tox	KB-V1 cytotox
CCCCc1c(C)nc2ccccc2c1SCCC#N	6.8	-27.9%	9.2	-11.6%	-6.9%	-29.5%	5.7%	6.9%	-3.5%
CCC(=O)N1CCc2cc(Br)cc(S(=O)(=O)N3CCCC(C(=O)NCc4ccccc4)C3)c21 (stereo not given)	.	.	-7.5	7.5%	.	.	.	?	-15.0%
N#Cc1ccc(OCC(=O)N2CCN(c3ccc(C(F)(F)F)cn3)CC2)cc1	?	-2.6%	4.4	-8.5%	?	-1.8%	9.0%	-10.1%	-2.8%
CCCc1cc(C(=O)Nc2cc(C)nn2-c2ccccc2)no1	11.7	7.2%	4.7	-11.2%	1.5%	1.6%	14.5%	-16.1%	13.8%
Cc1ccnc(NS(=O)(=O)c2ccc(NS(=O)(=O)c3ccc([N+](=O)[O-])cc3)cc2)n1	28.2	16.3%	-7.9	-16.0%	-70.7%[inhibitor]	11.5%	-15.2%	8.1%	?
CCOC(=O)N1CCN(C(=O)C2CCCN(S(=O)(=O)c3ccc(F)cc3)C2)CC1 (stereo not given)	-10.4	29.4%	17.1	-1.4%	-10.1%	1.9%	-3.2%	9.8%	-16.5%
COCc1cc(C)n(CC(=O)NC(C)c2ccccc2)c(=O)c1C#N (stereo not given)	-9.5	2.6%	3.2	4.6%	0.5%	6.3%	10.3%	-0.9%	7.3%
Cc1ccc(NC(=S)NCCCN2CCOCC2)cc1C	12.9	0.3%	-19.2	6.2%	-10.8%	-3.2%	0.2%	8.6%	1.6%
Cc1[nH]c2ccccc2c1C(=O)COC(=O)Cn1cnc2ccccc21	29.8	-0.7%	1.3	7.0%	2.6%	1.7%	7.1%	9.6%	2.8%
CCOc1ccc(S(=O)(=O)N(CC(=O)NCCSCc2ccc(C)cc2)c2ccccc2)cc1	.	.	1.6	0.9%	.	.	.	7.5%	25.7%
C=CCn1c(=O)c2c(nc3n2CCN3c2cccc(Cl)c2C)n(C)c1=O	0.0	7.5%	-2.3	-19.2%	-10.2%	-0.7%	19.9%	-13.8%	8.2µM*
Cc1ccc2nc(SCC(=O)Nc3nonc3N)[nH]c2c1	?	8.1%	-0.6	4.1%	-0.7%	8.8%	1.2%	4.5%	13.1%
COc1ccc2[nH]cc(CCNC(=O)CS(=O)(=O)Cc3ccccc3)c2c1	-17.8	14.4%	1.1	-4.7%	-1.7%	19.3%	-1.6%	12.2%	-16.6%
Cc1ccc(SCCNC(=O)/C=C/c2ccc([N+](=O)[O-])cc2)cc1	-11.0	-1.2%	-6.5	-17.2%	-1.3%	1.6%	?	-15.7%	-9.7%
CC1(C)Cc2nc(-c3ccccc3)nc(SCC(=O)N3CCCC3)c2CO1	-11.2	1.7%	10.5	-21.1%	-64.5%[inhibitor]	11.5%	0.0%	-6.5%	-31.3%
COc1ccc(-c2noc(C3CCCN(C(=O)Nc4ccccc4F)C3)n2)cc1 (stereo not given)	0.7	-15.0%	-1.4	11.3%	19.6%	-6.7%	1.1%	-2.2%	?
O=C(OC1CCOC1=O)c1cccc(S(=O)(=O)N2CCc3ccccc3C2)c1 (stereo not given)	0.0	0.3%	-0.3	-9.4%	3.3%	13.6%	1.5%	9.5%	-1.5%
Cc1cnc(C(=O)Nc2ccc(S(=O)(=O)N(C(C)C)C(C)C)cc2)cn1	-0.7	4.7%	-0.8	-1.7%	-3.5%	2.7%	3.7%	0.0%	22.6%
COC(=O)c1cccc(C(=O)N2CCCC(C(=O)c3ccccc3OC)C2)c1 (stereo not given)	2.8	-1.3%	6.4	-1.7%	-4.4%	1.2%	13.0%	-1.3%	?
CSc1cccc(NC(=S)NN(C)C)c1	3.8	7.7%	16.4	?	-2.0%	9.4%	-2.3%	29.9%	-9.9%
CC1(C(=O)NS(=O)(=O)c2ccccc2C(F)(F)F)CCN1C(=O)c1cccc(F)c1 (stereo not given)	30.5	13.2%	-5.5	1.5%	.	12.0%	.	0.0%	3.1%
Cc1ccc(S(=O)(=O)Nc2c(NC3CCCCC3)c3ccccc3oc2=O)cc1C	-8.3	-16.1%	-3.9	-33.3%	?	-3.0%	22.8%	-0.1%	?
Cc1c(C(=O)O)nnn1-c1ccccc1	9.0	4.2%	-3.9	-13.2%	-2.1%	12.9%	2.3%	16.4%	0.0%
COc1ccccc1N1C(=O)CSC1=S	9.0	-2.3%	-2.4	-13.1%	-13.0%	-6.9%	0.6%	1.5%	1.5%
O=C(Cc1ccc([N+](=O)[O-])cc1)NCc1ccccn1	26.5	13.1%	4.1	-16.0%	?	-0.5%	-23.0%	?	0.0%

The final 5 entries of the part above open the next one:
SMILES	IL1B secr inh	HT1080NT lethal	D3 ag	HEK293 tox	SW480 rerep	HT1080 IDH1KD tx	MCF10A rerep	KB-3-1 tox	KB-V1 cytotox
CC1(C(=O)NS(=O)(=O)c2ccccc2C(F)(F)F)CCN1C(=O)c1cccc(F)c1 (stereo not given)	30.5	13.2%	-5.5	1.5%	.	12.0%	.	0.0%	3.1%
Cc1ccc(S(=O)(=O)Nc2c(NC3CCCCC3)c3ccccc3oc2=O)cc1C	-8.3	-16.1%	-3.9	-33.3%	?	-3.0%	22.8%	-0.1%	?
Cc1c(C(=O)O)nnn1-c1ccccc1	9.0	4.2%	-3.9	-13.2%	-2.1%	12.9%	2.3%	16.4%	0.0%
COc1ccccc1N1C(=O)CSC1=S	9.0	-2.3%	-2.4	-13.1%	-13.0%	-6.9%	0.6%	1.5%	1.5%
O=C(Cc1ccc([N+](=O)[O-])cc1)NCc1ccccn1	26.5	13.1%	4.1	-16.0%	?	-0.5%	-23.0%	?	0.0%
Cc1cccc(-n2c(=O)cc(N3CCN(c4ccc(F)cc4)CC3)[nH]c2=O)c1	14.5	-0.1%	1.0	1.9%	-3.3%	1.1%	?	?	21.1%
COc1cccc(CN2CCN(Cc3nc(-c4cccs4)oc3C)CC2CCO)c1 (stereo not given)	14.3	-1.0%	-0.5	-2.2%	?	-3.1%	-0.4%	0.0%	2.6%
Cc1ccc(NC(=O)CCCSc2ccccc2)cc1S(=O)(=O)N1CCOCC1	-51.6*	-22.3%	-6.5	12.6%[0.307 µM]	-2.0%	-0.9%	8.7%	-11.3%	?
CC(C)CNS(=O)(=O)c1ccc(CCC(=O)NCc2ccncc2)cc1	40.3	-8.0%	2.3	1.7%	-34.6%[inhibitor]	-0.9%	-1.1%	?	?
CN(Cc1ccccc1F)C(=O)c1ccc2c(=O)n3c(nc2c1)CCC3	-2.4	-8.5%	-5.3	-2.2%	-5.6%	1.4%	-0.3%	4.7%	-12.5%
S=c1[nH]nc(-c2ccncc2)n1/N=C/c1cccc(Cl)c1	35.3	-1.0%	-16.9	-1.8%	-14.8%	3.5%	2.2%	-2.6%	-10.0%
CCOc1cc(CC(=O)N[C@@H](CC(C)C)c2ccccc2N2CCCCC2)ccc1C(=O)O	22.7	1.2%	96.5*!	3.0%	6.4%	-26.5%	-19.6%	0.0%	9.5%
COc1cccc(NC(=O)Nc2ccc3c(c2)nnn3C)c1	-0.2	12.7%	-11.3	-12.0%	1.0%	20.5%	0.9%	9.8%	0.0%
CC1CN(CC(=O)NCc2ccc(F)cc2)CC(C)O1 (stereo not given)	42.1	9.9%	3.0	6.3%	-4.2%	2.7%	-2.6%	-6.3%	0.0%
CCCCCN(C(=O)COC(=O)c1ccc(Br)o1)c1c(N)n(CCCC)c(=O)[nH]c1=O	-2.8	9.0%	-0.9	-2.5%	-1.5%	-0.3%	3.2%	0.8%	-12.9%
COC(=O)c1cc(CN2CCN(c3ccccc3C)CC2)ccc1O	1.4	-9.1%	-62.8	-3.1%	?	?	?	18.6%	-10.2%
O=C(O)c1ccccc1NS(=O)(=O)c1ccc(NNC(=S)Nc2ccc(OC(F)F)cc2)c([N+](=O)[O-])c1	-50.9*	-0.3%	3.8	?	-7.9%	-7.6%	2.2%	?	-30.0%
CCC(=O)NC(=S)Nc1ccc(NC(=O)c2ccc(Br)o2)cc1	-54.3*	-8.4%	-1.8	-11.4%	17.2%	4.6%	0.5%	-1.5%	6.3%
COc1ccccc1NC(=O)c1ccccc1NC(=O)c1cccs1	-15.7	0.0%	-0.1	12.7%	4.3%	-8.7%	11.6%	-0.8%	-7.6%
CCOc1ccc2ccccc2c1C(=O)NCC(c1ccc(N(C)C)cc1)N(C)C (stereo not given)	?	-21.2%	-2.2	-19.2%	-1.6%	-9.5%	?	5.3%	8.0%
CCCCCOc1ccc(C(=O)CCN2CCOCC2)cc1	-18.3	?	7.3	1.7%	3.2%	?	?	12.0%	2.7%
CN(C)c1ccc(CNC(=O)C2CCN(S(=O)(=O)c3ccc4c(c3)CCC(=O)N4)CC2)cc1	19.9	0.0%	-3.2	6.3%	2.8%	-5.6%	-4.2%	-10.9%	-5.2%
Cc1ccccc1OCC(=O)OC(C(=O)c1ccccc1)c1ccccc1 (stereo not given)	9.6	-2.4%	0.0	4.6%	-1.0%	17.4%	-23.1%	-8.5%	11.0%
O=c1[nH]c(C(F)(F)C(F)(F)C(F)(F)F)no1	15.9	0.5%	-2.0	-1.6%	-11.4%	6.8%	5.4%	1.1%	4.2%
COc1ccc(/C(C)=N/NC(=O)c2nnn(-c3nonc3N)c2-c2cccs2)cc1	35.9	3.8%	-1.5	11.2%	?	9.3%	13.5%	3.0%	?
NS(=O)(=O)c1ccc(NC(=O)CSc2nc3ccccc3c(=O)n2Cc2ccncc2)cc1	16.2	-8.1%[9.24 µM]	-3.4	-12.8%	-6.1%	-12.6%	?	-3.8%	23.2%
COc1ccc(C(=O)NNC(=O)c2cccs2)cc1S(=O)(=O)N1CCOCC1	58.5	0.5%	-6.8	-22.0%	-13.1%	17.8%	11.8%	?	0.0%
